IL2 activator – IL-2 activation; IL-2 activation reporter assay, cell-based qHTS; stimulated with anti-CD3/CD4/CD28 beads; in transgenic mouse T cells; activation, % (series mostly up to about 46 µM); 360,000 tested, 0.065% active; AID 652025; in the data active = activation above about 50%; inconclusive = mostly about 30% to 49%; also: 0% is about no effect
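Readout: EGFP and DsRed signals by fluorescent plate cytometry. Unstimulated transgenic mouse T cells received compound 60 min before antibody-bead stimulation, then incubated 18 h at 37 degrees C.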
WRN helicase inh – inhibitors of human WRN helicase | WRN helicase unwinding, fluorescent forked duplex, kinetic | 360,000 tested, 0.46% active | Potency, µM (highest dose often 114 µM), without a hit: at the top dose activity change, negative = inhibition, hits mostly inhibitors | Q14191 | AID 651768; also: potency is read from the fitted curve at half-maximal effect; % is scaled to controls: 0 for no effect and ±100 for the full control effect; nearly all actives have a fitted effect of over 55% in size
Target sequence (Q14191 whole entry, looked up): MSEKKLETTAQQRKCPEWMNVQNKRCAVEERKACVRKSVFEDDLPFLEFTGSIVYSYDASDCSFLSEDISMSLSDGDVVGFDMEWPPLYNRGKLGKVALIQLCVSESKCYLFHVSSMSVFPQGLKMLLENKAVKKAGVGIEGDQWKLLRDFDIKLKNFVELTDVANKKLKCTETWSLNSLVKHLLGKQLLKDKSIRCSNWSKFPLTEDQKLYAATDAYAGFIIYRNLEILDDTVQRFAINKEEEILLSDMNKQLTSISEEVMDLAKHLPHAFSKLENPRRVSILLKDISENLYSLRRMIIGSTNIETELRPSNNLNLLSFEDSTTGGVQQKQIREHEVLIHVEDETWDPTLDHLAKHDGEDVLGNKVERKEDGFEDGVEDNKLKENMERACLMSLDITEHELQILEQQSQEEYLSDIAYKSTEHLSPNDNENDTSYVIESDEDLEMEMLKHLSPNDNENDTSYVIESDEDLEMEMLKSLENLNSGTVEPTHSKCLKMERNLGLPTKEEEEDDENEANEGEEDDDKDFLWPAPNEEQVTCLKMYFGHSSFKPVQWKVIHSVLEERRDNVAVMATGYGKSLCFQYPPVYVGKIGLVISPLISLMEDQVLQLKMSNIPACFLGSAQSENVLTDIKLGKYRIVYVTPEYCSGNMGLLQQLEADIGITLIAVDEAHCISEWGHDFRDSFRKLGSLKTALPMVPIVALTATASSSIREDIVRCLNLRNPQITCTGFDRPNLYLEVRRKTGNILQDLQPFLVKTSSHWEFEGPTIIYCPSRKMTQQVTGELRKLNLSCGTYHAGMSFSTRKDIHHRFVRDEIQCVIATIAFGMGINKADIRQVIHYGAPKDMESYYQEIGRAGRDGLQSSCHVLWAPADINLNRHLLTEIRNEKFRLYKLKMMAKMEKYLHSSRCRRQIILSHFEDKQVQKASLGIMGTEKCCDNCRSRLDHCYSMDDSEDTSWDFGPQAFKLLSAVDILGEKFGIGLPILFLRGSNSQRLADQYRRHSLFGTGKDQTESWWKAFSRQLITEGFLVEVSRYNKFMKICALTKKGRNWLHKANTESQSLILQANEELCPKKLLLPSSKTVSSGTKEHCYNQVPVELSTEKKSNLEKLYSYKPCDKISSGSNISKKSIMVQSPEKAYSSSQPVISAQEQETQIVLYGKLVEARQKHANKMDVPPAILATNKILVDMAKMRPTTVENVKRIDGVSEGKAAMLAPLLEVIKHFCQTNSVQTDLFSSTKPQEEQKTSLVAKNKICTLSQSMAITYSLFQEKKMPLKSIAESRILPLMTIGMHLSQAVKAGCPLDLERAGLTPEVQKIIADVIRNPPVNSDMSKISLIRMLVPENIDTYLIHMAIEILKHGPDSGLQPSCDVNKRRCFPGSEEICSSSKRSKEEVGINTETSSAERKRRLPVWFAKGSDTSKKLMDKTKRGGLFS
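WRN at 20 nM final preincubated with compound 15 min at room temperature; reaction started with 100 nM fluorophore/quencher forked duplex oligonucleotide and 2 mM ATP final. Unwinding followed kinetically by red fluorescence (ex 525, em 598 nm).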
EPAC2 ag – EPAC2 (human) agonism; Q8WZA2; EPAC2 activation, biochemical qHTS; response scale: 100% = 6.5 mM cAMP response; Potency, µM (titrated, usually from 154 µM), for the others: at the highest dose activation, hits mostly activators; 360,000 tested, 0.079% active; also: potency is read from the fitted curve at half-maximal effect; nearly all actives have a fitted effect of over 50% in size
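EPAC2 (100 nM) mixed with Rap1B loaded with BODIPY-GDP (250 nM) plus 50 uM unlabeled GDP; compounds pinned in, 5 min RT, then read every 5 min for 30 min (ex 480, em 540 nm). Normalized to cAMP control.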
EPAC1 antag – antagonists of human EPAC1; EPAC1 GEF assay, Rap1b-BODIPY-GDP exchange fluorescence; AID 720709; 360,000 tested, 0.14% active; Potency, µM (doses to about 115 µM), for the others: top-dose activity change, negative = inhibition, usual class: inhibitors;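 also: potency is read from the fitted curve at half-maximal effect; plate controls were vehicle for no effect and positive control for full effect; nearly all actives have a fitted effect of over 50% in size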
PLK1 PBD block – PLK1 (human) polo-box domain binding inhibition | P53350 | Plk1 PBD binding of FITC phosphopeptide, fluorescence polarization | Potency, µM, for the others: max response, negative = inhibition, hits mostly inhibitors | 360,000 tested, 2.8% active | AID 720504; also: potency is read from the fitted curve at half-maximal effect; series mostly up to about 57 µM; % is scaled to controls: 0 for no effect and ±100 for the full control effect; nearly all actives have a fitted effect of over 65% in size
EPAC1 ag – EPAC1 (human) agonism; O95398; Potency, µM (series often up to 154 µM), without a hit: top-dose activation, usual class: activators; EPAC1 agonist qHTS, biochemical assay; response scale: 100% = response to 6.5 mM cAMP; 360,000 tested, 0.073% active; also: potency is read from the fitted curve at half-maximal effect; nearly all actives have a fitted effect of over 60% in size
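Compounds were pinned as a concentration titration into mixtures of EPAC1 (100 nM), BODIPY-GDP-loaded Rap1B (250 nM) and GDP (50 uM). After 5 min at room temperature, fluorescence was followed for 30 min; activity was scaled to 6.5 mM cAMP.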
PI5P4K alpha inh – blocks human PI5P4K alpha kinase activity. max response, %. 330,000 tested, 1.2% active. PI5P4Kalpha enzyme, ADP-Glo luminescence, 60 min; active compounds read low. AID 652105. P48426; active = max response of -50% or lower; inconclusive = between -30% and -50%; inactive = -30% or higher; also: value at the top dose of about 77 µM; % is scaled to controls: 0 for no effect and ±100 for the full control effect
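ADP-Glo luminescence end-point after a 60 min room-temperature kinase reaction. PI5P4Kalpha and substrate in HEPES pH 7.4 buffer with EGTA, 0.1% CHAPS and 5% DMSO; ATP at 5 microM final.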
CCT chaperon mod – changes cytosolic chaperonin activity | purified chaperonin ATPase assay, HTRF ADP detection, 30 min | activity change, % (test concentration not listed), hits read low | AID 651819 | 360,000 tested, 0.3% active; in the data active = activity change below about -30%; also: % is scaled to controls: 0 for no effect and ±100 for the full control effect
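First, chaperonin was dispensed at 40 nM or 20 nM final depending on batch activity. Next, compounds were pinned at 76 uM and ATP added at 10 uM. After 30 min at 37 °C, ADP detection reagents ran 30 min at ambient temperature.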
* marks the source's active call; other numbers are inactive results; u = inconclusive; x = no result given; & = joins results of further samples; [ ] = another dose, or the depositor's remark. Unless noted, calls follow the shape of the dose curve; as a rule, active = well fitted curve in the direction sought with a large enough effect; inconclusive = small, poorly fitted or top-dose-only effect, or another doubt; inactive = no such curve, though single readings can be large; an effect the other way counts as inactive or inconclusive. An excerpt; count on the stated rates, not on these rows.

Below each compound – WRN helicase inh | EPAC2 ag | EPAC1 ag | IL2 activator | PLK1 PBD block | PI5P4K alpha inh | EPAC1 antag | CCT chaperon mod
O=C(CCN1C(=O)/C(=C/c2cccs2)SC1=S)NNC(=O)c1cccc(O)c1
  -20% | 6% | 19% | 133* | 20% | 2 | 16% | 0.0
O=C(N[C@@H](c1ccccc1)[C@H](O)c1ccccc1)[C@@H]1CCCN1C(=O)OCc1ccccc1
  -2% | 4% | -16% | 0.4 | -1% | 3 | -16% | -2.2
COc1cc(OC)c(NC(=O)c2sc3ncn(CC(=O)N4CCN(c5ccccn5)CC4)c(=O)c3c2C)cc1Cl
  3% | 10% | -10% | -0.2 | 4% | 0 | 6% | 1.4
COCC(C)n1c(SCC(=O)N2CCOCC2)nc2ccccc2c1=O (centres undefined)
  2% | 9% | 1% | -0.3 | -15% | 0 | -24% | 1.1
Cc1cc(C)n(-c2ccc(Oc3ccccc3)c(S(=O)(=O)O)c2)n1
  u | 15% | 9% | 1.0 | x | -10 | -13% | -3.9
Cc1nn(Cc2ccc(Cl)c(Cl)c2)c(C)c1NC(=O)c1cc(C2CC2)on1
  -15% | 6% | -4% | -3.6 | -5% | -2 | -5% | -3.8
Cc1nn(CC(=O)NCCCN2CCCCC2)c(=O)c2cc(-c3ccccc3)nn12
  -4% | 11% | 7% | 0.1 | -12% | 1 | -6% | -1.4
COc1ccc(C2=NN(C(=O)CCCC(=O)O)C(c3cccs3)C2)cc1OC (centres undefined)
  -3% | 9% | 13% | 1.9 | -2% | -1 | -22% | 1.1
CCOC(=O)C1C(c2cccc(Cl)c2Cl)NC(=O)NC1(O)C(F)(F)F (centres undefined)
  5% | 1% | 7% | -1.8 | -12% | x | -4% | -3.0
Cc1ccc(CNC(=O)c2cc(-c3ccccc3)nn2Cc2cc(C)no2)cc1
  3% | 9% | 12% | 0.0 | 1% | 2 | -28% | -0.5
COc1ccc(-c2nc(CS(=O)CC(=O)N3CCN(C)CC3)c(C)o2)cc1 (centres undefined)
  -6% | 0% | 11% | -3.3 | -22% | -4 | 5% | -5.9
COC(=O)c1ccc(CSC(=N)N)o1
  4% | 8% | 12% | 1.1 | -8% | -13 | -4% | -4.4
Cc1cc(NC(=O)c2ccc(NC(=O)CC(C)C)cc2)no1
  -3% | 2% | 0% | -0.5 | -2% | 0 | 4% | 1.4
CCC(Oc1ccccc1)C(=O)Nc1ccc(C)c(S(=O)(=O)N2CCOCC2)c1 (centres undefined)
  -5% | 12% | 13% | 0.1 | -4% | 3 | -3% | 1.6
CCCn1c(N)c(C(=O)CSc2nnc(C3CC3)n2Cc2ccccc2)c(=O)[nH]c1=O
  6% | 9% | 4% | 2.0 | -11% | -9 | -3% | 0.3
CCCN1C(=O)/C(=C/c2c(N3CCNC(=O)C3CC(=O)OCC)nc3c(C)cccn3c2=O)SC1=S (centres undefined)
  u | 23% | u | u | 38%[activator] | -7 | 10% | -5.5
CCN(CC)S(=O)(=O)c1ccc(C)c(NC(=S)N2CCN(c3ccccn3)CC2)c1
  -5% | 15% | 7% | -0.5 | 30µM* | -3 | -30% | -0.2
Cc1nnc(SCC(=O)NNC(=O)c2ccco2)s1
  0% | 6% | 1% | 0.3 | 1% | 0 | -3% | 0.9
CCS(=O)(=O)Nc1cc(OC)c(OC)cc1Cc1nccc2cc(OC)c(OC)cc12
  -28% | 3% | -5% | -2.0 | -10% | 1 | -19% | -1.0
O=C1C(=O)N(CCN2CCOCC2)C(c2cccc(Cl)c2)/C1=C(\O)c1ccc2c(c1)OCCO2 (centres undefined)
  -3%[57.1 µM] | 4% | 4% | 0.3 | -7% | -2 | 4% | -2.6
CC1CCCC(NC(=O)COC(=O)COc2ccccc2Cl)C1C (centres undefined)
  -1% | -13% | -2% | 1.1 | -7% | 7 | -17% | -18
CCOc1ccc(CNC(=O)CCCC(=O)n2nc(C)c3ccccc32)cc1
  -8% | -2% | -22% | -4.4 | -11% | -6 | -8% | -2.3
COc1ccccc1NC(=O)C1=C(C)NC2=C(C(=O)CCC2)C1c1ccc(C)o1 (centres undefined)
  -3%[57.1 µM] | -2% | 0% | -1.4 | -1% | x | 2% | 1.3
COc1cc(OC)c(OC)cc1/C=N/NC(=O)c1ccc(CSc2nc(C)cc(C)n2)cc1
  -5% | -4% | -1% | -2.4 | -13% | 0 | 0% | -2.5
c1ccc(CN2CCC(Nc3nc(-c4cccs4)nc4ccccc34)CC2)cc1
  -21% | 7% | 23% | -0.5 | -1% | 10 | u | -0.2
CCn1c(=O)c(CCC(=O)N2CCN(c3ccccn3)CC2)c(C)c2c(C)nn(-c3ccccc3)c21
  -1% | 13% | 3% | -3.0 | -8% | -2 | 11% | -1.4
CC(C)c1ccc(CNc2ccc([N+](=O)[O-])cn2)cc1
  -15% | -6% | -1% | -4.4 | -11% | 5 | u | 2.6
Fc1ccc2nncc(SCc3ccccc3Cl)c2c1
  -1% | 12% | 0% | -0.1 | -4% | 4 | 2% | -0.4
S=C(NCc1ccccc1)NCc1ccco1
  2% | 9% | 6% | -2.4 | u | -28 | -5% | -1.4
Cc1ccccc1CC1(CO)CCCN(C(=O)c2cccc(Cl)c2)C1 (centres undefined)
  -5% | 4% | 2% | -0.4 | -21% | 1 | -5% | 1.7
O=c1cc(CN2CCN(c3ccccc3F)CC2)c2c(ccc3ccccc32)o1
  -10% | 7% | 11% | -1.0 | -15% | -3 | 4% | -0.7
COc1ccc([C@H]2C[C@@H](n3cc(C4CC4)nn3)[C@H](O)CN2Cc2cccs2)cc1
  0% | 4% | 1% | 4.5 | -11% | 3 | -23% | 0.4
COCCN1Cc2c(sc(C)c2C)N(C(=O)c2ccccc2)C1
  5% | -3% | 3% | -0.4 | -2% | 0 | 6% | -2.1
CCOc1ccc(NC(=O)N(CCN2CCOCC2)Cc2ccc3c(c2)CCCN3CC)cc1
  -3% | 1% | 10% | 2.5 | 0% | 13 | -14% | -1.7
Cc1cccc(C)c1OCC(=O)Nn1c(COc2ccccc2)nc2ccccc2c1=O
  -26% | -19% | 2% | -0.8 | -8% | x | -7% | 0.4
O=S(=O)(c1ccccc1F)N(Cc1ccco1)Cc1nnc(-c2ccccc2Br)o1
  -17% | 10% | 3% | -5.3 | -1% | 2 | -1% | -0.9
Cc1ccc(Nc2cc(-n3cccn3)ncn2)c(C)c1
  0% | 8% | -2% | -3.3 | 1% | x | 2% | -3.5
COc1ccc(-n2c(SCC(=O)Nc3ccc4c(c3)OCO4)nc3ccccc3c2=O)cc1
  -3% | -2% | 8% | -2.5 | 6%&-6% | x | -7% | 0.8
Cc1ccc(NC(=O)COC(=O)C2=COCCO2)cc1
  -6% | 1% | -4% | -0.9 | -2% | -5 | -4% | -1.0
CC1(C)CC(Cc2nc(=S)[nH][nH]2)C(=O)O1 (centres undefined)
  4% | 3% | 7% | 1.1 | 4% | -3 | -1% | -2.2
CC(C)NC(=O)Nc1cccc2c1O[C@H](CN(C)S(=O)(=O)c1cccs1)[C@@H](C)CN([C@H](C)CO)C2=O
  1% | 2% | -12% | 0.5 | -12% | 7 | -4% | 0.0
CC1(C)CC(=O)C2=C(C1)Nc1ccccc1NC2c1ccc2c(c1)OCO2 (centres undefined)
  3% | 3% | 5% | -1.9 | -9% | x | 10% | 3.1
COc1ccccc1NC(=O)c1c(N=Cc2cccc([N+](=O)[O-])c2)cnn1C
  6% | 5% | 12% | 0.5 | -9% | 4 | -20% | -0.6
CC(=O)Nc1ccc(S(=O)(=O)NCC2CCC(C(=O)NCCC3=CCCCC3)CC2)cc1 (centres undefined)
  -6% | 1% | -2% | -0.8 | 1% | x | 9% | 1.4
Cn1c(SCC(=O)Nc2nccs2)nnc1-c1ccc(S(=O)(=O)N2CCCC2)cc1
  -2% | -6% | -5% | -1.9 | -6% | x | -2% | -1.1
O=C(NC1CCCCC1)C(c1cccnc1)N(C(=O)c1ccc(Cl)nc1)C1CCCCC1 (centres undefined)
  -3% | 6% | 3% | 1.1 | 9% | 1 | 7% | 0.6
CCOC(=O)c1cnc(SCC(=O)Nc2ccc(NC(C)=O)c(OC)c2)nc1N
  5% | 10% | -6% | -4.0 | -14% | x | -4% | -3.2
Cc1cccc(NC(=O)CN2C(=O)CCSc3ccc(S(=O)(=O)N4CCOCC4)cc32)c1C
  -7% | -1% | 5% | -0.9 | u | -18 | 2% | -4.7
Cc1cc(C)n(/N=C/c2ccccc2O)c(=O)c1
  -3% | 3% | 6% | 1.3 | 0% | -2 | 12% | 2.9
O=C(NCCN1CCC(n2c(=O)[nH]c3ccccc32)CC1)c1cccc2c1-c1ccccc1C2=O
  -12% | 13% | u | -0.6 | -7% | -2 | -17% | -1.6
CC1(C)Cc2c(c(-c3ccco3)nc3sc4c(NCCN5CCOCC5)ncnc4c23)CO1
  -2% | -2% | -1% | -2.6 | -8% | 6 | 7% | -0.6
CN1CCCN(C(=O)CC2(CC(=O)O)CCCCC2)CC1
  -6% | 15% | -1% | -6.2 | -12% | -9 | 10% | -2.5
CC(=O)Nc1ccc(Nc2c3ccccc3nc3ccccc23)cc1
  25µM* | 4% | 11% | -0.8 | -6% | 4 | 2% | 1.5
O=S(=O)(NCC1CCN(S(=O)(=O)c2ccccc2)CC1)c1ccccc1
  1% | -6% | 2% | -1.2 | 1% | x | -5% | -1.4
CCc1cccc(CC)c1NC(=S)N1CCn2cccc2C1c1cccnc1 (centres undefined)
  -17% | 4% | 10% | 0.1 | -1% | -2 | 6% | 0.5

4 of the entries above in order of their number in PLK1 PBD block, lowest first:
SMILES,WRN helicase inh,EPAC1 ag,IL2 activator,PLK1 PBD block,PI5P4K alpha inh,EPAC1 antag,CCT chaperon mod
COc1ccccc1NC(=O)c1c(N=Cc2cccc([N+](=O)[O-])c2)cnn1C,6%,12%,0.5,-9%,4,-20%,-0.6
O=C(NCCN1CCC(n2c(=O)[nH]c3ccccc32)CC1)c1cccc2c1-c1ccccc1C2=O,-12%,u,-0.6,-7%,-2,-17%,-1.6
CCc1cccc(CC)c1NC(=S)N1CCn2cccc2C1c1cccnc1 (centres undefined),-17%,10%,0.1,-1%,-2,6%,0.5
O=C(NC1CCCCC1)C(c1cccnc1)N(C(=O)c1ccc(Cl)nc1)C1CCCCC1 (centres undefined),-3%,3%,1.1,9%,1,7%,0.6

Screening data (PubChem BioAssay)
